# procasp7 counter = activates human procaspase-7, counter-screen for procaspase-3 activators. P55210. recombinant procaspase-7, Ac-DEVD-pNA absorbance 405 nm; D23A/D198A/D206A triple mutant, cannot self-cleave; scale: DMSO 0, 5 µM enzyme 100. activation, % at 8.5 µM. 330,000 compounds, 0.093% hits. AID 463210;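 active = percent activation above the screen-wide mean plus 3 SD, cut at about 25% in these data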
#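 Assay system: Uncleavable procaspase-7 mutant enzyme / Input: 2 µM procaspase-7 mutant as dispensed / Dosing: single nominal 8.5 µM compound dose, 0.8% DMSO final / Timing: 1 h enzyme–compound preincubation and 2 h substrate reaction, both 25 °C / Detection: p-Nitroaniline absorbance at 405 nm, read at 0 and 120 min / Replication: singlicate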
# RPL19A-GFP yeast = alters RPL19A-GFP fluorescence in TOR pathway yeast screen | S. cerevisiae RPL19A-GFP strain, flow cytometry, 3 h; hits give low values | percent response vs DMSO, % at 10 µM | 330,000 compounds, 0.3% hits;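 active = percent response vs DMSO below 50%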;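 note: median channel GFP fluorescence of the barcoded RPL19A-GFP strain; ratio of sample median GFP to plate DMSO average so 100% = DMSO; lower means less RPL19A-GFP as with rapamycin TOR inhibition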
# proCasp3 act = procaspase-3 (human) activation; P42574; recombinant procaspase-3 D3A, Ac-DEVD-pNA absorbance 405 nm; activation, % at 8.5 µM; 330,000 compounds, 0.11% hits; AID 463141;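 active = activation above the mean of all tested compounds plus 3 SD, cut at about 21% in these data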;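 note: 0% = DMSO alone and 100% = DMSO wells spiked with extra 5 µM PC-3 D3A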
#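 Compound: 8.5 µM single point, 0.8% DMSO / Material: Autoprocessing-dead procaspase-3 D3A mutant enzyme / Timing: 1 h preincubation plus 2 h reaction at 25 °C / Medium: Zinc-free HEPES/NaCl buffer with 0.01% Triton X-100 at pH 7.4 / Technique: 405 nm absorbance of p-nitroaniline, reads at 0 and 120 min / Repeats: one well per compound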
# LAP4 TOR yeast = alters LAP4-GFP fluorescence in TOR pathway yeast screen. S. cerevisiae LAP4-GFP multiplex, flow cytometry GFP, 3 h; median GFP as percent of DMSO wells. GFP response vs DMSO, % at 10 µM. 320,000 compounds, 0.34% hits. AID 2023;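 active = GFP response vs DMSO above a set limit, about the screen mean plus 3 SD, cut at about 150% in these data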
# EBNA-1 inhibitor = blocks EBNA-1 binding to DNA; EBNA-1 DNA binding, fluorescence polarization; inhibition, % at 14.8 µM; 300,000 compounds, 0.34% hits; AID 1950; in the data active = inhibition above about 28%
# ZTA counter = ZTA (EBV) inhibition in EBNA-1 counter-screen | inhibition, % at 11 µM | P03206 | ZTA-DNA binding, fluorescence polarization | 320,000 compounds, 0.15% hits; in the data active = inhibition above about 33%
# MEP2-GFP yeast = yeast TOR pathway MEP2-GFP modulation; S. cerevisiae MEP2-GFP strain, flow cytometry GFP, 3 h; 100% = DMSO control level; GFP response vs DMSO, % at 10 µM; 330,000 compounds, 0.51% hits; AID 2016;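 active = GFP response versus DMSO above a set limit, roughly screen mean plus 3 SD, cut at about 180% in these data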;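 note: median GFP fluorescence of the barcode-gated MEP2-GFP cells per well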
# AHR activator = activators of human aryl hydrocarbon receptor; activation, % at 5 µM; 320,000 compounds, 2.5% hits; AID 2796; AHR-responsive luciferase reporter cells, luminescence; P35869; in the data active = activation above about 47%;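 note: 0% = vehicle wells and 100% = reference agonist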
# Numbers without * were called inactive; x = not tested or not shown.
SMILES,procasp7 counter,RPL19A-GFP yeast,proCasp3 act,LAP4 TOR yeast,EBNA-1 inhibitor,ZTA counter,MEP2-GFP yeast,AHR activator
N#CC(C(=O)OC1CCCCC1)c1nc2ccccc2nc1N1CCOCC1 (stereo not given),0,97,0,98,10,-7,98,3
Cn1ncc(Cl)c1C(=O)N/N=C/c1cccc(OC2CSC2)c1,2,104,9,99,-14,-5,101,1
O=C(Nc1ccc(N2CCOCC2)c(Cl)c1)c1cccc(F)c1,7,98,2,112,-12,-2,106,8
COc1ccc(NC(=O)C2CCN(c3nnnn3-c3ccccc3)CC2)cc1,-2,100,1,97,6,-3,97,-7
C=CCNC(=O)C1CC2Cn3c(nc4cc(C)c(C)cc43)C2N1C (stereo not given),-5,96,6,94,1,-4,100,2
Cc1nc(N)nc(-c2ccccc2O)n1,-5,95,9,117,-9,-12,90,1
Cc1ccccc1-n1c(SCC(=O)N/N=C/c2ccccc2OCC(=O)O)nc2ccccc2c1=O,1,99,3,99,5,9,99,1
Cc1ccc(S(=O)(=O)N(C)CC(=O)NCC(c2ccco2)N(C)C)cc1 (stereo not given),6,95,1,100,x,-8,99,1
Cc1cccnc1NC(=O)CN1C(=O)c2ccccc2S1(=O)=O,0,99,-8,104,-11,2,98,-1
NC(=O)c1cc([N+](=O)[O-])ccc1N1CCN(Cc2ccccc2)CC1,5,104,-3,94,-10,-15,110,2
CCOC(=O)C1CCCN(c2c(NCCN3CCCCC3C)c(=O)c2=O)C1 (stereo not given),-9,100,5,102,5,3,97,0
COc1ccccc1N(CC(=O)NCc1ccccc1)C(=O)CCC(=O)Nc1cc(C)ccn1,8,101,-2,89,5,9,100,10
Cc1ccccc1CN(C)Cc1cc(=O)oc2c(C)c(C)ccc12,17,100,7,99,-15,-1,104,0
Cc1ccc(S(=O)(=O)N/N=C/c2ccc(OCC(=O)Nc3ccccc3Cl)cc2)cc1,2,109,7,103,13,8,112,-1
CCCOc1ccccc1N1C(=O)CC(N(O)c2ccccc2)C1=O (stereo not given),-11,109,3,105,-3,-14,113,3
CCOC(=O)C1CCCN(C(=O)COc2ccccc2F)C1 (stereo not given),-2,100,-3,89,3,-3,100,0
O=C(OCCCc1cc2ccccc2c(=O)o1)c1ccccc1C(F)(F)F,8,100,-2,110,x,-7,94,-1
CN(C)C(=S)Nc1ccc(Br)c(Cl)c1,-6,92,-4,137,5,-4,96,1
COCCOC(=O)C1=C(C)OC(N)=C(C#N)C1c1ccc2c(c1)OCO2 (stereo not given),1,94,0,100,-3,-13,104,0
O=Cc1ccc(-n2cncn2)cc1,-3,108,-1,98,2,-18,107,2
CCCOc1ccc(-c2nnc(-c3ccncc3)o2)cc1,-3,97,0,113,0,4,100,6
CC(C)(C)c1cc(NC(=O)CCl)n(-c2ccccc2)n1,2,105,-5,117,4,-5,96,-1
O=C(CSc1ncnc2nc[nH]c12)Nc1ccc(Br)cc1Cl,9,91,-9,101,1,-2,100,3
CCc1ccc2c(c1)C(NC(C)=O)C(=O)N2CCN1CCOCC1 (stereo not given),-28,108,-18,90,-2,4,101,6
CCS(=O)(=O)N1CCC(C(=O)Oc2ccc(Cl)cc2)CC1,3,97,-4,88,-8,-10,93,2

# Later entries
SMILES,procasp7 counter,RPL19A-GFP yeast,proCasp3 act,LAP4 TOR yeast,EBNA-1 inhibitor,ZTA counter,MEP2-GFP yeast,AHR activator
COC(=O)c1sccc1-n1cccc1C(=O)N1CCOCC1,2,97,-1,96,5,21,102,2
O=C(O)c1ccc(N2N=C(c3ccccc3)CC2c2ccccc2)cc1 (stereo not given),-5,101,4,92,-12,-14,94,1
COc1ccc(NC(=O)Cn2nnc(C(=O)NCc3ccccc3)c2N)c(OC)c1,5,105,6,98,18,-1,104,3
COC(=O)c1cc(OC)c(OC)cc1NC(=O)c1csc(C)c1,-3,105,7,107,7,-5,103,1
COc1ccc(OCCSc2nnc(-c3cccnc3)n2N)cc1,-1,104,-2,96,2,-10,101,11
Nc1cccc(C(=O)OCC(=O)Nc2cccc3c2C(=O)c2ccccc2C3=O)c1,-3,105,5,93,-1,1,106,2
CN1CCN(C(=O)/C(=C\c2cccs2)NC(=O)c2ccco2)CC1,2,100,9,90,-5,11,96,3
Cc1[nH][nH]c(=O)c1C(c1ccc(-c2cccc(C(=O)O)c2)o1)c1c(C)[nH][nH]c1=O,-1,90,4,92,-11,18,95,6
O=C(O)Cn1cc2c(n1)CCCCC2,5,84,0,86,1,-2,92,-1
COc1ccc(NC2CCCN(C(=O)c3cn(C)c4ccccc34)C2)cc1 (stereo not given),1,97,-3,96,-1,-8,111,7
COc1ccc(N(CC(=O)NCCSCc2ccco2)S(=O)(=O)c2ccccc2)cc1,-3,100,-5,102,-2,-8,103,1
O=C(Nc1ccc(NC(=O)c2ccco2)nc1)c1ccco1,4,96,3,87,-15,0,92,2
Cc1ccc(C)c(NC(=S)NC2CC3CCC(C2)N3Cc2ccco2)c1 (stereo not given),-6,94,-3,87,-4,2,90,2
O=C(NC1CCCCCC1)c1ccc2c(=O)n3c(nc2c1)CCCCC3,-1,98,-1,115,-6,-13,104,4
CSc1sc(C(=O)O)c(C)c1C(C)=O,4,110,1,108,4,-4,111,0
O=C(O)CC(NC(=O)Nc1ccccc1)c1ccc(OC2CCCC2)cc1 (stereo not given),2,95,-2,102,-3,13,95,1
CC(C(=O)NCC1CCCCC1)N1CCN(S(=O)(=O)c2ccccc2F)CC1 (stereo not given),8,99,-4,113,2,7,118,1
CC(=O)N1CCN(C(=O)c2ccc(OC3CCN(CCc4ccccc4)CC3)cc2)CC1,-1,106,-3,83,-7,2,107,0
O=C(OCC1CC(c2ccccc2)=NO1)c1ccco1 (stereo not given),8,106,5,115,-9,2,105,-2
CCn1c(=O)c([N+](=O)[O-])c(N2CCN(Cc3ccc4c(c3)OCO4)CC2)c2ccccc21,-1,101,1,106,-1,11,100,6
CN(CC(=O)Nc1ccccc1C(F)(F)F)C(=O)Cc1ccc(S(=O)(=O)N2CCOCC2)s1,8,96,6,102,0,-18,97,4
NS(=O)(=O)c1ccc(NC(=O)COC(=O)c2cc3ccccc3cc2O)cc1,-17,102,8,103,14,7,99,7
CCOC(CNC(=O)CN1C(=O)COc2ccc(S(=O)(=O)N3CCOCC3)cc21)OCC,-1,91,5,78,3,-2,88,-4
COc1ccc(-c2nc(Cn3c(SCc4cccc(F)c4)nc4ccncc43)c(C)o2)cc1OC,-12,101,2,99,-2,6,99,27
O=C(NC(NC(=S)Nc1cc(Cl)ccc1Cl)C(Cl)(Cl)Cl)c1ccco1 (stereo not given),0,98,-5,100,3,11,106,3

# New compounds follow.
SMILES,procasp7 counter,RPL19A-GFP yeast,proCasp3 act,LAP4 TOR yeast,EBNA-1 inhibitor,ZTA counter,MEP2-GFP yeast,AHR activator
CC1CCCN(CCCNC(=O)c2cc3c(s2)-c2ccccc2OC3)C1 (stereo not given),6,98,1,94,2,8,105,4
O=C(NCCCn1ccnc1)c1cccc(S(=O)(=O)N2CCCCCC2)c1,-10,98,-3,97,0,-9,96,19
CSc1ccccc1NC(=O)CN(C)C(=O)c1ccc2c(c1)OCCO2,-7,97,-14,81,4,6,97,3
Cn1c(=O)c(C(=O)COc2ccc(F)cc2Cl)c(N)n(Cc2ccccc2)c1=O,1,102,7,101,-4,11,66,14
CCOc1ccccc1OCCC(=O)OCC(=O)c1ccc[nH]1,7,93,-9,113,-7,-4,96,-1
COC1=C(Nc2ccc(OC)cc2)C(=O)c2ccccc2C1=O,-4,102,-9,106,-7,-2,101,5
CCn1c(C)[n+](CC)c2ccc(C(=O)N(C)c3ccccc3)cc21,-1,97,3,100,-3,7,102,1
S=c1[nH]c(-c2ccccc2)cn1/N=C/c1cccnc1,-3,99,3,107,5,-4,92,82*
CCN1CCN(CCCN(Cc2ccco2)C(=S)Nc2ccc(C)c(Cl)c2)CC1,3,103,-1,102,-2,-16,100,1
COc1ccc(CNC(=O)C2(CC3CC(c4ccccc4)=NO3)CCNCC2)cc1 (stereo not given),7,99,4,136,4,-18,90,0
Cc1cccc(N2CCN(S(=O)(=O)c3c(C)noc3/C=C/N(C)C)CC2)c1C,-4,100,4,89,-1,10,98,-4

# 17 successive compounds already listed, quoted:
SMILES,procasp7 counter,RPL19A-GFP yeast,proCasp3 act,LAP4 TOR yeast,EBNA-1 inhibitor,ZTA counter,MEP2-GFP yeast,AHR activator
CC(C(=O)NCC1CCCCC1)N1CCN(S(=O)(=O)c2ccccc2F)CC1 (stereo not given),8,99,-4,113,2,7,118,1
CC(=O)N1CCN(C(=O)c2ccc(OC3CCN(CCc4ccccc4)CC3)cc2)CC1,-1,106,-3,83,-7,2,107,0
O=C(OCC1CC(c2ccccc2)=NO1)c1ccco1 (stereo not given),8,106,5,115,-9,2,105,-2
CCn1c(=O)c([N+](=O)[O-])c(N2CCN(Cc3ccc4c(c3)OCO4)CC2)c2ccccc21,-1,101,1,106,-1,11,100,6
CN(CC(=O)Nc1ccccc1C(F)(F)F)C(=O)Cc1ccc(S(=O)(=O)N2CCOCC2)s1,8,96,6,102,0,-18,97,4
NS(=O)(=O)c1ccc(NC(=O)COC(=O)c2cc3ccccc3cc2O)cc1,-17,102,8,103,14,7,99,7
CCOC(CNC(=O)CN1C(=O)COc2ccc(S(=O)(=O)N3CCOCC3)cc21)OCC,-1,91,5,78,3,-2,88,-4
COc1ccc(-c2nc(Cn3c(SCc4cccc(F)c4)nc4ccncc43)c(C)o2)cc1OC,-12,101,2,99,-2,6,99,27
O=C(NC(NC(=S)Nc1cc(Cl)ccc1Cl)C(Cl)(Cl)Cl)c1ccco1 (stereo not given),0,98,-5,100,3,11,106,3
CC1CCCN(CCCNC(=O)c2cc3c(s2)-c2ccccc2OC3)C1 (stereo not given),6,98,1,94,2,8,105,4
O=C(NCCCn1ccnc1)c1cccc(S(=O)(=O)N2CCCCCC2)c1,-10,98,-3,97,0,-9,96,19
CSc1ccccc1NC(=O)CN(C)C(=O)c1ccc2c(c1)OCCO2,-7,97,-14,81,4,6,97,3
Cn1c(=O)c(C(=O)COc2ccc(F)cc2Cl)c(N)n(Cc2ccccc2)c1=O,1,102,7,101,-4,11,66,14
CCOc1ccccc1OCCC(=O)OCC(=O)c1ccc[nH]1,7,93,-9,113,-7,-4,96,-1
COC1=C(Nc2ccc(OC)cc2)C(=O)c2ccccc2C1=O,-4,102,-9,106,-7,-2,101,5
CCn1c(C)[n+](CC)c2ccc(C(=O)N(C)c3ccccc3)cc21,-1,97,3,100,-3,7,102,1
S=c1[nH]c(-c2ccccc2)cn1/N=C/c1cccnc1,-3,99,3,107,5,-4,92,82*

# High-throughput results: PubChem BioAssay, several laboratories
